USP28 inh = human USP28 deubiquitinase inhibition. inhibition, % at 25 µM. Q96RU2. hit rate 3% among 47,000. purified USP28, Ub-rhodamine cleavage fluorescence, 30 min
USP8 block = inhibitors of human USP8 deubiquitinase; purified USP8, Ub-rhodamine cleavage fluorescence, 30 min; inhibition, % at 20 µM; AID 1645853; hit rate 4.2% among 47,000; P40818
USP30 block = inhibitors of human USP30 deubiquitinase. Q70CQ3. purified USP30, Ub-rhodamine cleavage fluorescence. inhibition, % at 25 µM. hit rate 5.3% among 47,000. AID 1645860
USP7 block = inhibitors of human USP7 deubiquitinase. Q93009. purified USP7, Ub-rhodamine cleavage fluorescence. inhibition, % at 20 µM. hit rate 0.3% among 47,000
USP10 block = inhibitors of human USP10 deubiquitinase; Q14694; purified USP10, Ub-rhodamine fluorescence, 60 min; inhibition, % at 20 µM; hit rate 1.1% among 47,000
UCHL1 block = inhibitors of human UCHL1 deubiquitinase | P09936 | purified UCHL1, Ub-rhodamine cleavage fluorescence | inhibition, % at 20 µM | hit rate 0.2% among 47,000 | AID 1645859
Target sequence (P09936 whole entry, looked up): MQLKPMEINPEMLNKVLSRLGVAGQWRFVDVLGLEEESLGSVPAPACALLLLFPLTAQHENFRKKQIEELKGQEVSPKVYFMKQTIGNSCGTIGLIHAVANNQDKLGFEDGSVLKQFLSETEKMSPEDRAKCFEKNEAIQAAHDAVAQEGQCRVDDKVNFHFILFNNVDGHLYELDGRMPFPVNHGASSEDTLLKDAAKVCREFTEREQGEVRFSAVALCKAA
USP17 block = human USP17-like deubiquitinase inhibition | A8MUK1 | purified USP17, Ub-rhodamine cleavage fluorescence, 3 h | inhibition, % at 50 µM | hit rate 6.5% among 47,000 | AID 1645855
Target sequence (A8MUK1 whole entry, looked up): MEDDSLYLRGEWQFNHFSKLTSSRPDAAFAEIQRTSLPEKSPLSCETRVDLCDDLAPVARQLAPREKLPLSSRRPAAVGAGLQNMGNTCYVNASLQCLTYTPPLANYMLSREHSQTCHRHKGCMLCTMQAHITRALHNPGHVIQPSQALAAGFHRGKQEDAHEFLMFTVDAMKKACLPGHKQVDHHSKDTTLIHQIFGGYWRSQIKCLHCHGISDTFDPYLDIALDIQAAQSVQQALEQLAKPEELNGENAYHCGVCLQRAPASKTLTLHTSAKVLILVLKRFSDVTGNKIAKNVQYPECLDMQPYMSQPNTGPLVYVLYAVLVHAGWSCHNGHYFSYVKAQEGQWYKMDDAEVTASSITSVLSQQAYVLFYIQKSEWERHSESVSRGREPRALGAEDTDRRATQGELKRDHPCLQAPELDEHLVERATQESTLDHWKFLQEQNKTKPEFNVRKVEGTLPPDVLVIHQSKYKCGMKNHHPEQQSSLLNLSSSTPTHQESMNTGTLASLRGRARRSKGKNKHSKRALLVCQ
OTUD3 inh = inhibitors of human OTUD3 deubiquitinase; purified OTUD3, Ub-rhodamine fluorescence, 2 h; hit rate 0.7% among 47,000; inhibition, % at 25 µM
* hit, by the source's call; x = not tested or not shown. No stated cut-off is given here; in the data, active means inhibition above about 30%; inactive means the rest.

Abbreviations: A = USP28 inh; B = USP8 block; C = USP30 block; D = USP7 block; E = USP10 block; F = UCHL1 block; G = USP17 block; H = OTUD3 inh
> COc1cccc(S(=O)(=O)N2Cc3ccccc3CN3C(=O)NC(=O)C3C2)c1 (stereo not drawn)
  A: -3; B: 2; C: 0; D: -5; E: -1; F: -2; G: -9; H: 0
> Cc1ccccc1NC(=O)c1cc(-c2cccc([N+](=O)[O-])c2)oc1C
  A: -2; B: -258; C: -8; D: -6; E: 9; F: 5; G: -30; H: -5
> COc1ccc(-c2cc(C(F)F)n3ncc(C(=O)NCC4CCCO4)c3n2)cc1 (stereo not drawn)
  A: x; B: 0; C: x; D: 2; E: -4; F: 3; G: 33*; H: 2
> O=C(NCc1ccc(Cl)cc1)c1cc2cc(C(F)(F)F)ccc2s1
  A: -1; B: -4; C: 2; D: 6; E: 3; F: 1; G: 1; H: 2
> CCn1nccc1C(=O)NC1(c2nc(-c3cnccn3)no2)CCCCC1
  A: 9; B: 21; C: 28; D: 0; E: -2; F: 2; G: 15; H: 16
> CN(C1CCCCC1)S(=O)(=O)c1ccc(NC(=O)C2CCCCC2)cc1
  A: 8; B: 30; C: 18; D: 5; E: 15; F: 0; G: 1; H: 6
> COC(=O)c1cc(S(=O)(=O)NCCc2ccc(Cl)cc2)cn1C
  A: 8; B: -31; C: -13; D: 1; E: 1; F: 0; G: -24; H: -3
> Cc1cc(-c2cncnc2-c2ccc(CNC(=O)Cc3ccc(N(C)C)cc3)cc2)on1
  A: 7; B: 8; C: 4; D: 6; E: 0; F: 2; G: -3; H: 5
> CN1CCN(c2ncc(NC(=O)c3ccc(C(F)(F)F)cc3)cn2)CC1
  A: 20; B: -15; C: -1; D: 2; E: -2; F: 0; G: -6; H: -7
> O=c1cc(-c2ccncc2)nc(C2CCCN(Cc3cccc(F)c3)C2)[nH]1 (stereo not drawn)
  A: 2; B: -6; C: 8; D: -2; E: 0; F: -1; G: 2; H: -1
> CC(C)(C)c1ccc(-c2nc3cc(C(F)(F)F)ccc3n3ccnc23)cc1
  A: 2; B: 3; C: -42; D: 1; E: 1; F: 1; G: 2; H: 0
> Cc1nc(CN(C)C(=O)Cc2ccccc2)nc2c1CCC(=O)N2CCc1ccccc1
  A: -9; B: -6; C: -8; D: -16; E: -2; F: 0; G: -5; H: -5
> CCN1CCc2nc(-c3ccccc3)n(CC(=O)Nc3cccc(Cl)c3C)c(=O)c2C1
  A: -33; B: -2; C: -97; D: -36; E: -3; F: -7; G: -4; H: -29
> CC(=O)N1C[C@@H]2[C@H](NC(=O)c3ccc4c(c3)OCCO4)c3ccccc3[C@@H]2C1
  A: -3; B: 0; C: 2; D: 2; E: 2; F: -1; G: -2; H: -3
> COc1cccc(-c2cc(NC=O)c3ncc(-c4cnn(C)c4)n3c2)c1
  A: -99; B: -70; C: -393; D: -43; E: -6; F: -43; G: -106; H: -89
> Cn1ncc2c(NCc3ccccc3Cl)nc(NC3CCCC3)nc21
  A: -9; B: -59; C: -14; D: -15; E: 10; F: 10; G: -8; H: -13
> COc1ccc(S(=O)(=O)Nc2ccc3c(c2)CCN3C(=O)C2CC2)cc1OC
  A: 2; B: 12; C: -12; D: -7; E: -8; F: -3; G: 5; H: 6
> CN1CC2(COc3ccccc31)CN(C(=O)c1nccs1)CCO2 (stereo not drawn)
  A: -13; B: 3; C: -8; D: 0; E: -1; F: -1; G: -15; H: -7
> CCOc1ccc(CCNC(=O)c2cc(C)n(-c3ccccc3)n2)cc1
  A: 4; B: -7; C: -5; D: 1; E: 0; F: 2; G: 0; H: -4
> CCNc1cc(C)nc(N2CCN(C(=O)COc3ccccc3)CC2)n1
  A: -13; B: -23; C: -31; D: -9; E: -8; F: -9; G: -17; H: -11
> Cc1cc2nccc(C3(C)CCCN3Cc3scnc3C)n2n1 (stereo not drawn)
  A: 3; B: 0; C: 28; D: -5; E: 0; F: 1; G: 3; H: 1
> Cc1ccc(Cn2nnc3c(=O)[nH]c(C4CCN(C(=O)CC(C)(C)C)CC4)nc32)cc1
  A: 32*; B: 10; C: 29; D: -27; E: 7; F: 2; G: 10; H: 4
> O=C(NCCc1ccc(F)cc1)c1cc2c([nH]c1=O)CCCC2
  A: -12; B: 2; C: -1; D: 0; E: 1; F: 0; G: 42*; H: -2
> COc1ccccc1CC(=O)N1C[C@@H]2C[C@H]1C[C@@H]2NC(=O)c1ccccc1
  A: 0; B: 8; C: -2; D: -2; E: -5; F: -1; G: 15; H: -2
> CNC(=O)N1C[C@H]2C[C@H](C(=O)Nc3ccc4c(c3)OCO4)[C@@H](C1)O2
  A: 14; B: 37*; C: 10; D: 1; E: -2; F: 0; G: 19; H: 4
> O=C(Nc1ccccc1)N1C[C@@H]2CN(Cc3cccc(F)c3)[C@@H]2C1
  A: -1; B: -10; C: -3; D: 0; E: 4; F: -1; G: 0; H: -6
> CN(C)c1ccc(Nc2ncnc3c2c(-c2ccccc2)cn3-c2ccccc2)cc1
  A: -9; B: 6; C: -13; D: 2; E: 1; F: 0; G: -6; H: -2
> COc1ccc(CNC(=O)c2ccccc2N2C(=O)N3CCc4c([nH]c5ccc(OC)cc45)[C@@]3(C)C2=O)cc1
  A: 6; B: 14; C: 18; D: 9; E: 6; F: 5; G: 45*; H: 23
> Cc1ccc(-n2nnc(C(=O)NCCO)c2-c2ccco2)cc1
  A: 7; B: -1; C: 6; D: -6; E: -2; F: -4; G: -1; H: -1
> O=C(NCC1OCCc2sccc21)c1ccc(Cl)cc1 (stereo not drawn)
  A: -4; B: -52; C: -9; D: -4; E: 2; F: 2; G: 3; H: -3
> O=c1[nH]c(C2CCN(S(=O)(=O)c3ccc(S(=O)(=O)N4CCOCC4)cc3)CC2)nc2c1nnn2Cc1cccc(F)c1
  A: 8; B: -25; C: -106; D: 1; E: -9; F: -10; G: 7; H: -6
> O=S(=O)(Cc1ccc(F)cc1)c1c[nH]c2ccccc12
  A: 7; B: 68*; C: -9; D: 1; E: 2; F: 4; G: 28; H: 5
> O=C(c1ccc2c(c1)OCO2)N1CCc2c(nc(-c3ccccc3)[nH]c2=O)C1
  A: 3; B: 7; C: -6; D: 0; E: 2; F: 0; G: 4; H: 6
> COc1ccc(CN2CCC3(CC2)OCCc2cnc(C)nc23)c(OC)c1
  A: -1; B: -45; C: 32*; D: 5; E: 0; F: 3; G: -17; H: 13
> Cc1nc(-n2[nH]c(C)c(CC(=O)N3CCOCC3)c2=O)sc1C
  A: -9; B: 8; C: -7; D: -3; E: 2; F: -3; G: -51; H: 3
> Cn1c(=O)c(C(=O)NCCc2ccc(S(N)(=O)=O)cc2)cc2cccnc21
  A: -15; B: -17; C: -156; D: -4; E: -5; F: -5; G: -14; H: -21
> COc1ccc(C(C(=O)NC2CCCC2)N(C(=O)Cn2nnc(-c3ccc(C)o3)n2)c2ccccc2C)cc1 (stereo not drawn)
  A: 8; B: 18; C: 1; D: 8; E: 2; F: 1; G: 22; H: 5
> Cc1ccc(C(C)C)cc1C(=O)CC1(O)C(=O)N(CCc2ccccc2)c2ccccc21 (stereo not drawn)
  A: 19; B: 4; C: 29; D: 1; E: 14; F: 6; G: 16; H: 22
> COC(C)(C)C(=O)Nc1ccc(C2CCc3nncn3C2)cc1 (stereo not drawn)
  A: -7; B: -4; C: -5; D: 1; E: 0; F: -2; G: -1; H: -3
> COc1cc(NC(=O)Nc2ccc3nc4n(c(=O)c3c2)CCCC4)cc(OC)c1
  A: 6; B: -5; C: -23; D: -1; E: -7; F: -3; G: -9; H: -7
> Fc1ccc(-c2nn3c(-c4ccc5c(c4)OCO5)nnc3s2)cc1
  A: 13; B: 64*; C: 18; D: 4; E: 0; F: 0; G: 17; H: 12
> Cc1ccc(NC(=O)Nc2nnc(CC(=O)NCc3ccccc3)s2)c(Cl)c1
  A: -17; B: 14; C: -7; D: 7; E: 17; F: -4; G: 6; H: -10
> O=C1CC(CNS(=O)(=O)c2ccc(F)cc2F)CN1c1ccc(F)cc1 (stereo not drawn)
  A: -3; B: 0; C: -7; D: 0; E: 0; F: 0; G: 4; H: -8
> O=C(COC(=O)c1ccc2c(c1)S(=O)(=O)N=C1CCCCCN12)Nc1cc(F)ccc1F
  A: 4; B: 11; C: 19; D: 6; E: -2; F: 6; G: 17; H: 4
> O=C(Nc1cc(CCC2CCNCC2)ccn1)c1ccccn1
  A: 1; B: -25; C: 1; D: -5; E: 4; F: -3; G: -23; H: -2
> CC(=O)N1Cc2ccccc2CC2(CCCCN2CC2CCOCC2)C1 (stereo not drawn)
  A: -120; B: -271; C: -401; D: -38; E: -8; F: -38; G: -150; H: -88
> OCCN1CCN(C(c2cccc(Cl)c2)c2ccccc2Cl)CC1 (stereo not drawn)
  A: 8; B: 6; C: -13; D: -1; E: 1; F: 7; G: -8; H: 1
> O=C(NC1CCCC1)C(c1ccc(Cl)cc1)N(Cc1ccccc1F)C(=O)c1ccco1 (stereo not drawn)
  A: 2; B: 26; C: 37*; D: 6; E: 1; F: 2; G: 19; H: 17
> CCc1cc(=O)oc2c(C)c(OCC(=O)N3CCC4(O)CCCCC4C3)ccc12 (stereo not drawn)
  A: -1; B: -6; C: -1; D: -10; E: 0; F: -1; G: 4; H: 0
> CC(C)NC(=O)N1CCN(C(=O)c2ccccc2)CC2(CC(=O)N(C)C2)C1 (stereo not drawn)
  A: 15; B: 1; C: 22; D: 5; E: 3; F: 2; G: 10; H: 14

Going on with the list.
Abbreviations: A = USP28 inh; B = USP8 block; C = USP30 block; D = USP7 block; E = USP10 block; F = UCHL1 block; G = USP17 block; H = OTUD3 inh
> CC(C)c1cccc(OCCOCCN2CCNCC2)c1
  A: 48*; B: 8; C: 21; D: -1; E: -3; F: 1; G: 8; H: 8
> CNC(=O)N1CCc2nc3ccccc3n2C(Cc2ccccc2)C1 (stereo not drawn)
  A: 9; B: -71; C: 18; D: 4; E: -1; F: 3; G: 5; H: 5
> COc1ccc(OC)c(NC(=O)c2c(-c3ccccc3)nnc3ccc(C)cc23)c1
  A: 9; B: -75; C: 11; D: -15; E: 0; F: 2; G: x; H: 5
> COc1ccc2c3c(c(=O)oc2c1O)CCCC3
  A: 16; B: 10; C: 19; D: 3; E: -1; F: 1; G: 9; H: 7
> CCCNc1cc(-c2ccccc2)nc2nc(-c3cccnc3)nn12
  A: 5; B: 4; C: 30; D: 6; E: 2; F: 6; G: 54*; H: 14
> O=C(Nc1cccc(N2CCn3c(nc4ccccc43)C2)c1)c1cccc(Br)c1
  A: x; B: -16; C: x; D: -3; E: -2; F: -4; G: 30*; H: 3
> COc1cccc(C(=O)Nc2ccc(-n3c(C)nc4ncccc4c3=O)cc2)c1
  A: -3; B: -46; C: 1; D: 1; E: 1; F: -2; G: -7; H: -4
> CN(Cc1nc2ccccc2s1)Cc1cc(F)cc2cccnc12
  A: -10; B: -24; C: -44; D: -9; E: -4; F: -6; G: -22; H: -11
> O=[N+]([O-])c1ccccc1-c1nc(-c2ccc(Cl)cc2)no1
  A: 0; B: -9; C: 3; D: -3; E: 2; F: -2; G: 5; H: -4
> O=C(NC1CCN(Cc2ccccc2)CC1)c1cc(S(=O)(=O)Nc2cccc(C(F)(F)F)c2)ccc1Cl
  A: 1; B: 0; C: -23; D: 3; E: 8; F: 2; G: -23; H: -9
> Cc1ccc(C2(CN3CCN(CC4CCOC4)CC3)CC2)cc1 (stereo not drawn)
  A: -3; B: -45; C: -2; D: -5; E: -3; F: -1; G: -10; H: -1
> COc1ccc(C(=O)Nc2ccc(-c3ccccc3)cc2)cc1OC
  A: -1; B: -7; C: 3; D: 3; E: -4; F: 1; G: 11; H: 3
> O=[N+]([O-])c1cccnc1NCc1ccccn1
  A: -1; B: -138; C: -5; D: -84; E: 0; F: -2; G: -21; H: 0
> CCOC(=O)C1CCCN(c2cc3n(c(=O)n2)CCc2cc(OC)c(OC)cc2-3)C1 (stereo not drawn)
  A: -11; B: -3; C: -60; D: -10; E: -11; F: -14; G: -10; H: -5
> O=C(NC1CCCCCC1)c1nc(CCS(=O)(=O)c2ccc(F)cc2)no1
  A: 7; B: 4; C: 9; D: 2; E: 0; F: 2; G: 8; H: 10

Assay outcomes (PubChem BioAssay)
